MEX-5 binding: C. elegans MEX-5 TCR-2 RNA binding activity; Q9XUB2; actives 0.38% (n = 300,000); AID 1832; MEX-5/FITC-TCR2 RNA binding, fluorescence polarization; active compounds read low; activity score (negative = inhibition of binding), % at 10 µM;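 active = inhibition past about -25% in most replicates, and total fluorescence under double the plate's negative control median, limit read from the data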;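 note: 0% = DMSO and -100% = 5 µM competing unlabeled TCR2 RNA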
Target sequence (Q9XUB2 whole entry, looked up): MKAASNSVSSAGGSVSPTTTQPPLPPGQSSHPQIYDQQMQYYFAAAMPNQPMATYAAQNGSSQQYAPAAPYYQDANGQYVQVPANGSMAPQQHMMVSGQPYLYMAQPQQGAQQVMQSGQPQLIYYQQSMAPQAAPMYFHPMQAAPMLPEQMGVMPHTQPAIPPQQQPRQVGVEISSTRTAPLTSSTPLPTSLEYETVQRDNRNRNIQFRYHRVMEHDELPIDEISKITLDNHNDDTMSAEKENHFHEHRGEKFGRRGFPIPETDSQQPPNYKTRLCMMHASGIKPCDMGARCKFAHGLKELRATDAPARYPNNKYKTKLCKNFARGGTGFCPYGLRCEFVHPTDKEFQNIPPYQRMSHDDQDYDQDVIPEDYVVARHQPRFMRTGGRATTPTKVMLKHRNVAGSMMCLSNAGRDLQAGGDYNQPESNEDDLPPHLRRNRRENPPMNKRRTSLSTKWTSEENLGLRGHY
GSTO1 counter: counter-screen for RBBP9 inhibitors: inhibitors of human GSTO1; P78417; recombinant GSTO1, activity-based probe fluorescence polarization; inhibition, % at 5.96 µM; actives 1.1% (n = 300,000); AID 1974;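 active = inhibition above the campaign mean inhibition plus 3 SD, cut at about 35% in these data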;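 note: 0% = GSTO1-1 with DMSO and 100% = wells lacking GSTO1-1 enzyme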
BCLXL inh: inhibitors of human Bcl-xL | Q07817 | GST-Bcl-xL / FITC-Bim BH3 peptide fluorescence polarization | inhibition, % at 10.9 µM | actives 0.7% (n = 320,000) | AID 2129;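 active = inhibition above the mean of all tested compounds plus 3 SD, cutoff set per campaign, cut at about 30% in these data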;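 note: 0% = DMSO wells and 100% = unlabeled Bim-BH3 peptide competitor; inhibitors lower millipolarization by displacing the labeled peptide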
MCL1 BIM primary: MCL1-BIM-BH3 interaction inhibition (human). actives 0.68% (n = 320,000). AID 2057. inhibition, % at 10.9 µM. Q07820. GST-MCL1 / FITC-Bim-BH3 fluorescence polarization;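 active = inhibition above the mean inhibition of all tested compounds plus 3 SD, set per campaign, cut at about 40% in these data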;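 note: 0% = DMSO wells and 100% = unlabeled Bim-BH3 peptide control; higher means more loss of mP so more displacement of Bim peptide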
Fam108B counter: Fam108B inhibition, counter-screen for RBBP9 inhibitors. recombinant Fam108B, FP-Rh probe fluorescence polarization. inhibition, % at 9.51 µM. actives 0.33% (n = 300,000);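 active = inhibition above the screen mean inhibition plus 3 SD, computed separately per campaign, cut at about 18% in these data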;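 note: inhibitors lower polarization as less probe binds the enzyme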
PME-1 inh: PME-1 (human) inhibition; AID 2130; Q9Y570; recombinant PME-1, FP-Rh probe fluorescence polarization; inhibition, % at 5.9 µM; actives 0.53% (n = 320,000);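 active = inhibition above the campaign mean of all compounds plus 3 SD, cut at about 26% in these data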;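 note: competitive labeling of PME-1 active site by serine hydrolase directed probe; 0% = PME-1 with DMSO and 100% = wells lacking PME-1 enzyme; inhibitors block probe labeling so polarization falls and inhibition rises; many of its hits are not listed in these tables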
PAD4 inh: PAD4 (human) enzyme inhibition. actives 0.41% (n = 330,000). Q9UM07. inhibition, % at 6.36 µM. recombinant PAD4, RCA probe fluorescence polarization;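 active = percent inhibition above a cutoff equal to the mean of all tested compounds plus 3 SD, cut at about 15% in these data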;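 note: 0% = PAD4 with RCA probe and DMSO and 100% = probe without PAD4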
TPT1 inh: inhibitors of Candida albicans tRNA 2'-phosphotransferase TPT1; recombinant caTPT1, FP RNA substrate dephosphorylation; inhibition, % at 5 µM; actives 0.81% (n = 300,000); AID 1962;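 active = inhibition above the mean of all tested compounds plus 3 SD, set per screening campaign, cut at about 24% in these data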;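 note: plate controls were DMSO alone for no effect and ferristatin control at 100 nM for full effect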
GLD-1 TGE inh: GLD-1-TGE RNA interaction inhibition (C. elegans); Q17339; purified GLD-1 + fluorescein TGE RNA, fluorescence polarization; inhibition, % at 5.96 µM; actives 0.44% (n = 320,000); AID 2280;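 active = percent inhibition above a per-plate cutoff, the plate mean of test compounds plus 3 SD, cut at about 30% in these data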;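 note: 0% = DMSO wells with GLD-1 and probe and 100% = wells lacking GLD-1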
Target sequence (Q17339 whole entry, looked up): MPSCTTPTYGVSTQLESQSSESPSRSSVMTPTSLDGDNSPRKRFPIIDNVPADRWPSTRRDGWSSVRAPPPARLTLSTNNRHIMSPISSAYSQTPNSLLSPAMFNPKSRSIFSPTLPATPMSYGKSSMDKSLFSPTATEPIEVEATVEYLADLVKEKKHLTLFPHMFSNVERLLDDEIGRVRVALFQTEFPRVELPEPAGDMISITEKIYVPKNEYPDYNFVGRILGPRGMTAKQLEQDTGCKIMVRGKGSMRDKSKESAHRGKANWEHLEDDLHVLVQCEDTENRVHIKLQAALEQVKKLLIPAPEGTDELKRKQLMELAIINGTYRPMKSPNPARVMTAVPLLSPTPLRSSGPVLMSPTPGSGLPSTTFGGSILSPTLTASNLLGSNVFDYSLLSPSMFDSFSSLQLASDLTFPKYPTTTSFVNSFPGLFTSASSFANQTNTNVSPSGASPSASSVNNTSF
The depositor's hits bear a star; . = not tested or not shown. These rows are one share of the data; rates above refer to the full screens.

SMILES	MEX-5 binding	GSTO1 counter	BCLXL inh	MCL1 BIM primary	Fam108B counter	PME-1 inh	PAD4 inh	TPT1 inh	GLD-1 TGE inh
CCOC(=O)N1CCC(N2Cc3cccc(C(=O)Nc4c(C)cccc4CC)c3C2=O)CC1	0.9	4	7	5	-6	0	-4	-2	1
Cc1cccc2c1-c1sc(C(=O)N3CCCCC3)cc1CO2	-1.1	12	-5	-3	-2	0	-5	-3	1
COc1c(C)cc(C(=O)C2CCCN(C(=O)c3cc(C4CC4)[nH]n3)C2)cc1C (configuration not stated)	.	-3	-3	-5	-1	-11	-4	4	-3
O=C(Nc1ccsc1C(=O)N1CCCC1)c1ccccc1	0.5	-6	7	4	-5	1	-1	1	-4
Cc1ccsc1/C=N/Nc1ccc(C(=O)O)cc1	-1.3	2	1	-3	2	6	0	1	-2
Cc1cc(=O)n2[nH]c(-c3ccc(F)cc3)nc2n1	-1.6	-5	7	3	0	1	0	-2	-7
Cc1cc(C)n(-c2ccc(Cl)c(C(=O)Nc3ccc(-c4nnc5n4CCCCC5)cc3)n2)n1	-1.3	-16	-21	-22	2	3	1	3	3
CCn1c(SCC(=O)N2CCCC2)nnc1-c1ccc(S(=O)(=O)N2CCCCCC2)cc1	-0.5	6	3	1	3	2	1	2	8
CCCCN(CC)C(=O)Cn1ncc2c1-c1cc(C)ccc1OC2	1.1	2	-2	-2	4	-1	3	-1	-5
O=C(NCCCCC(NC(=O)C1CCCCC1)C(=O)O)c1ccccc1 (configuration not stated)	-1.4	3	1	1	2	0	-4	-2	-4
CCOC(=O)C1(CCCc2ccccc2)CCN(Cc2ccn[nH]2)CC1	-2.9	5	5	11	0	-2	1	-2	3
NN(CCO)C(=S)Nc1ccc(Cl)cc1	0.0	-1	2	-3	0	0	1	2	5
CC(C(=O)Nc1ccon1)N1C(=O)c2ccccc2S1(=O)=O (configuration not stated)	-2.9	-1	-3	-8	-4	-1	-4	0	4
COCCCNC(=O)C1CCCN(S(=O)(=O)c2ccc(C)cc2)C1 (configuration not stated)	0.7	10	8	10	-4	0	-7	-1	3
O=C(Nc1ccc(F)cc1F)c1ccc2c(c1)[nH]c(=O)n2Cc1ccc(F)cc1	-1.4	-3	-2	2	-4	-3	0	-2	7
CCN(CC)C1CCS(=O)(=O)C1 (configuration not stated)	-3.3	9	-8	-1	1	1	1	-2	-1
Cc1ccc(CNC(=O)CCc2ccccc2)cc1	1.0	8	2	2	-2	6	-5	-3	-7
CCc1sc(C(=O)NCCc2ccc(S(N)(=O)=O)cc2)cc1C	1.1	-2	-4	-3	-1	-2	0	-2	10
CCOc1ccc(/C=N/NC(=O)C(C)N(c2ccc(OC)cc2)S(C)(=O)=O)cc1OCC (configuration not stated)	-4.2	3	-3	0	-6	1	1	1	-1
O=C(CC(SCc1ccco1)c1ccc(O)cc1)c1cccs1 (configuration not stated)	0.8	-7	6	10	-1	-3	-1	-2	1
Cc1ccc(N2C(=O)CC(Sc3ccccc3C(=O)O)C2=O)cc1 (configuration not stated)	0.2	-2	5	10	2	0	12	-1	-1
CCCc1nn(C)c(C(=O)Nc2cccc(C)c2)c1Cl	-0.2	-1	-1	-3	-1	1	2	-1	8
CC(=O)c1ccc(-c2ccccc2OC(F)(F)F)o1	1.0	2	-1	2	3	1	5	-1	-1
O=C(NCC1CCCO1)c1sc2ccccc2c1Cl (configuration not stated)	1.5	3	2	4	2	9	-1	6	-2
CCc1nc2ccccc2c(C(=O)OC2CCOC2=O)c1C (configuration not stated)	1.6	0	2	6	-4	-4	1	2	3
Nc1c(C(=O)c2ccc(Cl)cc2)sc2c1c(=O)[nH]c(=O)n2-c1ccccc1	-3.1	-1	3	-5	1	-11	-4	2	2
COc1ccc(NS(=O)(=O)c2cc(C(=O)N3CCC3)ccc2C)cc1	.	.	2	1	.	-5	-2	.	4
CC(C)CNC(=O)CC(NCC(C)C)C(=O)O (configuration not stated)	1.5	2	10	4	4	5	-3	1	1
Cc1ccc(C(=O)Nc2ccc(O)c(C(=O)O)c2)o1	-5.5	13	7	9	1	1	1	-3	-4
CNC(=O)c1cc(S(=O)(=O)Nc2ccc3c(c2)OCCO3)ccc1C	1.1	5	3	-1	4	-4	-1	-1	-4
O=C1c2cccc3cccc(c23)C(=O)N1c1ccc(O)cc1	0.4	4	4	5	0	0	-4	-5	-5
NS(=O)(=O)c1ccc(NS(=O)(=O)c2ccc(Br)cc2)cc1	0.0	7	4	11	-1	-1	-3	-3	4
O=C(CSc1ccc2c(c1)OCCO2)NCC1CCCO1 (configuration not stated)	-0.6	-4	-1	0	7	-3	0	2	-3
CN(C)S(=O)(=O)c1cccc(NC(=O)CCSc2ccc(Cl)cc2)c1	-1.4	1	2	2	-5	3	7	2	-2
Cc1occc1C(=O)NNC(=S)Nc1ccccc1	-2.0	9	4	1	0	0	-2	-2	4
O=C1C(Cl)=C(N2CCOCC2)C(=O)N1c1ccccc1	-0.5	3	6	10	0	0	1	-3	5
CS(=O)(=O)NC1CCN(Cc2ccccc2)CC1	-11	19	6	7	-2	1	-4	-4	5
COc1cccc(COC(=O)C2CCN(S(=O)(=O)c3ccc(C)cc3C)CC2)c1OC	-1.2	1	0	-7	-1	1	0	-1	-4
N#CCSc1ccccc1NC(=O)COC(=O)Cc1c[nH]c2ccccc12	.	.	-10	-25	.	9	-1	.	-15
Cc1c(NC(=O)C(c2ccccc2)c2ccccc2)cccc1C(=O)O	1.5	-4	2	1	-4	-8	-1	1	-5
CCNC(=S)NNC(=O)c1cc(C)on1	2.4	10	1	1	2	-2	-1	-5	3
CC(=O)Nc1ccc(OS(=O)(=O)c2ccccc2C)cc1	-2.8	-3	2	-1	0	5	-3	1	1
CC(=O)c1cccc(NC(=O)COC(=O)COc2c(Cl)cc(Cl)c3ccc(C)nc23)c1	-1.7	6	0	-8	6	-2	0	1	3
Cc1ccc(-c2nc(C3CCN(S(C)(=O)=O)CC3)no2)cc1	-0.4	8	0	5	3	10	0	-2	8
O=C(CNC(=O)c1ccc(Cl)cc1Cl)OCc1nnc(-c2ccccc2)o1	1.2	2	-2	-3	-3	1	-3	1	-7
COc1ccccc1NC(=O)CN1CCOCC1	1.8	1	-1	3	-1	-12	-3	1	-4
CCn1c(=O)n(Cc2ccco2)c(=N)c2c3c(sc21)COC(C)(C)C3	-0.9	1	6	1	-3	0	2	-3	1
O=C(Nc1ccc(Oc2c(F)c(F)c(F)c(F)c2F)cc1)OC1CCN2Cc3ccccc3N=C12 (configuration not stated)	-2.2	-6	4	9	-4	-3	4	2	7
CC(=O)C1=C(c2ccccc2)NC(=S)NC1c1cc(Cl)c(OC(C)C)c(Cl)c1 (configuration not stated)	3.5	-10	2	17	-11	-10	-6	2	5
O=c1c2cc3c(cc2[nH]c(=S)n1CCN1CCOCC1)OCO3	-0.3	9	-1	-5	-1	3	0	-1	4
O=c1c2cn[nH]c2nc(SCc2cc(=O)n3cc(Br)ccc3n2)n1-c1ccc(Br)cc1	2.4	17	7	2	-12	7	-3	-3	-3
Cc1ccc(OCC(=O)N/N=C\c2cn(C)c3ccccc23)c([N+](=O)[O-])c1	-0.7	-10	2	-1	2	4	-5	3	0
CCOC(=O)C1CCN(C(=O)Cn2cc(C(=O)c3ccco3)c3ccccc32)CC1	0.8	0	5	2	2	0	1	-4	2
COc1cccc2sc(Nc3nnc(-c4ccc(F)cc4)o3)nc12	-0.1	-4	1	2	3	18	-8	-1	-3
Cc1ccc2nc(SCC(=O)NCc3ccccc3Cl)nc(=O)n2c1	-1.6	0	8	7	2	-1	0	-1	2
COc1ccc(-c2coc3c(CN4CCCCC4C)c(O)ccc3c2=O)cc1 (configuration not stated)	2.9	4	11	0	0	-1	-2	-3	-4
Cc1ccc(CN2C(=O)CSc3ccc(C(=O)NCCN4CCOCC4)cc32)cc1	3.6	1	-1	-7	2	5	-2	-1	-4
COc1ccccc1-c1nc(SCC(=O)Nc2ccccc2F)n[nH]1	-0.2	2	2	6	6	-4	-7	0	5
CCOCCOCN(C#N)c1nc(OC)nc(N(C)C)n1	.	5	1	3	-1	0	-4	-5	4
Cc1ccc(N(C(=O)C2CCCC2)C2C=CS(=O)(=O)C2)cc1 (configuration not stated)	0.0	8	3	-1	-1	2	1	-1	-4
Later entries:
SMILES	MEX-5 binding	GSTO1 counter	BCLXL inh	MCL1 BIM primary	Fam108B counter	PME-1 inh	PAD4 inh	TPT1 inh	GLD-1 TGE inh
CC(C)(C)c1ccc(Cn2nnc3c(=O)[nH]c(C4CCCN(C(=O)c5ccco5)C4)nc32)cc1 (configuration not stated)	1.4	-2	1	4	5	5	0	-1	4
CCOC(=O)c1c(S(=O)(=O)N2CCCCC2C)c(C)n(C)c1C (configuration not stated)	2.3	11	3	-4	-2	0	2	0	-4
COc1ccccc1NC(=O)CN1C(=O)C(C)SC(C)C1=O (configuration not stated)	-3.2	5	4	4	2	-10	-2	0	-3
N#Cc1ccc(NC(=O)Cn2cnc(S(=O)(=O)N3CCCCC3)c2)cc1	0.0	0	2	7	-2	3	-7	-1	6

Sorted by molar mass (rising): part of the list above.
SMILES	MEX-5 binding	GSTO1 counter	BCLXL inh	MCL1 BIM primary	Fam108B counter	PME-1 inh	PAD4 inh	TPT1 inh	GLD-1 TGE inh
Cc1c(NC(=O)C(c2ccccc2)c2ccccc2)cccc1C(=O)O	1.5	-4	2	1	-4	-8	-1	1	-5
COc1ccc(NS(=O)(=O)c2cc(C(=O)N3CCC3)ccc2C)cc1	.	.	2	1	.	-5	-2	.	4
O=c1c2cn[nH]c2nc(SCc2cc(=O)n3cc(Br)ccc3n2)n1-c1ccc(Br)cc1	2.4	17	7	2	-12	7	-3	-3	-3

In the list so far, 6 have fluorine:
SMILES	MEX-5 binding	GSTO1 counter	BCLXL inh	MCL1 BIM primary	Fam108B counter	PME-1 inh	PAD4 inh	TPT1 inh	GLD-1 TGE inh
Cc1cc(=O)n2[nH]c(-c3ccc(F)cc3)nc2n1	-1.6	-5	7	3	0	1	0	-2	-7
O=C(Nc1ccc(F)cc1F)c1ccc2c(c1)[nH]c(=O)n2Cc1ccc(F)cc1	-1.4	-3	-2	2	-4	-3	0	-2	7
CC(=O)c1ccc(-c2ccccc2OC(F)(F)F)o1	1.0	2	-1	2	3	1	5	-1	-1
O=C(Nc1ccc(Oc2c(F)c(F)c(F)c(F)c2F)cc1)OC1CCN2Cc3ccccc3N=C12 (configuration not stated)	-2.2	-6	4	9	-4	-3	4	2	7
COc1cccc2sc(Nc3nnc(-c4ccc(F)cc4)o3)nc12	-0.1	-4	1	2	3	18	-8	-1	-3
COc1ccccc1-c1nc(SCC(=O)Nc2ccccc2F)n[nH]1	-0.2	2	2	6	6	-4	-7	0	5

Source: PubChem
